CIT2 TOR yeast: alters CIT2-GFP fluorescence in TOR pathway yeast screen; S. cerevisiae CIT2-GFP strain, flow cytometry, 3 h; 100 means same as DMSO wells; GFP response vs DMSO, % at 10 µM; 320,000 compounds, 0.065% hits;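 active = GFP response relative to DMSO above a set limit, near the screen mean plus 3 SD, cut at about 150% in these data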;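 also: ratio of well median GFP fluorescence to mean of DMSO wells on the plate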
GRK2 aptamer HTS: human GRK2 inhibition via aptamer displacement; bead flow cytometry, FAM-aptamer displacement from GRK2; AID 488847; inhibition of aptamer binding, % at 10 µM; 330,000 compounds, 0.59% hits;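 active = inhibition of aptamer binding above 40%, roughly 3 SD of noise, on plates passing a quality check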;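 also: median bead fluorescence of bound FAM aptamer so fluorescent compounds give negative values; no value below 0 was filed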
GLD-1 TGE inh: GLD-1-TGE RNA interaction inhibition (C. elegans) | Q17339 | 320,000 compounds, 0.44% hits | inhibition, % at 5.96 µM | purified GLD-1 + fluorescein TGE RNA, fluorescence polarization;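 active = percent inhibition above a per-plate cutoff, the plate mean of test compounds plus 3 SD, cut at about 30% in these data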;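 also: 0% = DMSO wells with GLD-1 and probe and 100% = wells lacking GLD-1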
MEX-5 binding: C. elegans MEX-5 TCR-2 RNA binding activity; Q9XUB2; AID 1832; activity score (negative = inhibition of binding), % at 10 µM; MEX-5/FITC-TCR2 RNA binding, fluorescence polarization; hits give low values; 300,000 compounds, 0.38% hits;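 active = inhibition past about -25% in most replicates, and total fluorescence under double the plate's negative control median, limit read from the data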;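 also: 0% = DMSO and -100% = 5 µM competing unlabeled TCR2 RNA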
AGP1 TOR yeast: modulators of TOR pathway AGP1-GFP in S. cerevisiae. S. cerevisiae AGP1-GFP multiplex flow cytometry, 3 h; GFP as percent of DMSO wells. GFP response vs DMSO, % at 10 µM. 320,000 compounds, 0.02% hits. AID 2066;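 active = GFP response relative to DMSO above a set limit, near screen average plus 3 SD, cut at about 150% in these data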;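 also: median GFP channel fluorescence of the gated AGP1 strain per well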
MCL1-BIM inh: inhibitors of human MCL1 binding to BIM-BH3 peptide | Q07820 | GST-MCL1 / FITC-Bim-BH3 fluorescence polarization | inhibition, % at 10.9 µM | AID 2057 | 320,000 compounds, 0.68% hits;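 active = inhibition above the mean inhibition of all tested compounds plus 3 SD, set per campaign, cut at about 40% in these data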;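 also: 0% = DMSO wells and 100% = unlabeled Bim-BH3 peptide control; higher means more loss of mP so more displacement of Bim peptide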
VLA-4 inh: inhibition in a human VLA-4 binding assay; inhibition, % (about 7 µM as worked out from the volumes in the protocol); P13612; 330,000 compounds, 0.2% hits; VLA-4 expressing cells, ligand binding flow cytometry; in the data active = inhibition above about 50%
Target sequence (P13612 whole entry, looked up): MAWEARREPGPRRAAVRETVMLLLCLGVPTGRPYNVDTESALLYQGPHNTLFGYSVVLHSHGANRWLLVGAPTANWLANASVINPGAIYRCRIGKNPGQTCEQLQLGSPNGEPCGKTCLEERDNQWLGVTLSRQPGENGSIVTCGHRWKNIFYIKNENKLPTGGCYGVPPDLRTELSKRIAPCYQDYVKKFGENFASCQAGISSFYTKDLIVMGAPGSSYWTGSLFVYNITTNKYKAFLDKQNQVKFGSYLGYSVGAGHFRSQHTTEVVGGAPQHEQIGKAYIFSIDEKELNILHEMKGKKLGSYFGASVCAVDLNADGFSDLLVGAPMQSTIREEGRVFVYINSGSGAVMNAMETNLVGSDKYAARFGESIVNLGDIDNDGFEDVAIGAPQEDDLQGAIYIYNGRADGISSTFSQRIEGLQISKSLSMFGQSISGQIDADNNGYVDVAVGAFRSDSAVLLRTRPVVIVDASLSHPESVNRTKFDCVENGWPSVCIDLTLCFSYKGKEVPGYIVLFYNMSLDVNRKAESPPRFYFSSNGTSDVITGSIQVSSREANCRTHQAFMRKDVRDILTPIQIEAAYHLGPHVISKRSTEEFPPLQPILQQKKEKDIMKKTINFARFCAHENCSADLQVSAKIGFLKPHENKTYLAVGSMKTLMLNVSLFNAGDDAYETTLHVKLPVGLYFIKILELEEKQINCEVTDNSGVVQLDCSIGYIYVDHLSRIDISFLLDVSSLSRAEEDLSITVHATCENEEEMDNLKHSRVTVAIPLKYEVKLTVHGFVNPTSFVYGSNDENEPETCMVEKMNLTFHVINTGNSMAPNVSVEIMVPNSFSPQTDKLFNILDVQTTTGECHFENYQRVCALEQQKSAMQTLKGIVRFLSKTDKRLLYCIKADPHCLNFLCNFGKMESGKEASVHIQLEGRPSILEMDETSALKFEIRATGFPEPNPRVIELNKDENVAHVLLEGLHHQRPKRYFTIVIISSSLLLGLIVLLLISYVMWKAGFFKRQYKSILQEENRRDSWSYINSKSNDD
Bcl-xL primary: Bcl-xL (human) inhibition. Q07817. GST-Bcl-xL / FITC-Bim BH3 peptide fluorescence polarization. inhibition, % at 10.9 µM. 320,000 compounds, 0.7% hits. AID 2129;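 active = inhibition above the mean of all tested compounds plus 3 SD, cutoff set per campaign, cut at about 30% in these data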;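 also: 0% = DMSO wells and 100% = unlabeled Bim-BH3 peptide competitor; inhibitors lower millipolarization by displacing the labeled peptide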
Yeast superoxide: caloric restriction mimetics inhibiting age-related superoxide in yeast; S. cerevisiae aged cells, superoxide DHE fluorescence; hits give low values; superoxide response (% of plate mean), % at 10 µM; 330,000 compounds, 0.18% hits;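 active = superoxide response under a set limit, about three screen SD below normal, cut at about 65% in these data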;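 also: yeast aged for seven days with compound at 30 °C before DHE staining; 100% = average MFI of all compound-treated wells on the plate with controls excluded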
* = called active by the depositor; . = no result given.

Results follow in this order: CIT2 TOR yeast	GRK2 aptamer HTS	GLD-1 TGE inh	MEX-5 binding	AGP1 TOR yeast	MCL1-BIM inh	VLA-4 inh	Bcl-xL primary	Yeast superoxide
(1) Cc1csc(SCC(=O)Nc2sccc2C#N)n1
→ 103	1	-9	0.6	96	11	13	10	99
(2) O=C1c2ccccc2C(Nc2ccc(F)c(Cl)c2)N1c1ccccn1 (stereo not given)
→ 95	2	2	-0.1	94	-5	-4	-6	104
(3) O=C(N/C(=C/c1cccs1)C(=O)N1CCOCC1)c1ccco1
→ 89	0	-2	1.0	103	1	6	4	99
(4) COc1ccc(CCNC(=O)c2cc3c(=O)n4ccccc4nc3n(C3CCCCC3)c2=N)cc1
→ 107	6	-6	-5.0	107	0	-1	-2	98
(5) COC(=O)c1cc(S(=O)(=O)NCCN2CCN(c3ccccc3F)CC2)c[nH]1
→ 110	2	-2	3.1	98	4	3	-3	89
(6) c1c2c(cc3sc(N4CCCCC4)nc13)OCO2
→ 100	1	1	1.2	102	2	10	2	97
(7) COc1ccc2[nH]c(C(=O)N3CCN(C)CC3)c(C)c2c1
→ 89	0	.	0.3	95	.	17	.	94
(8) COc1ccccc1NC(=O)COc1ccc(C(=O)OCC(=O)N2CCCC2=O)cc1OC
→ 83	0	-4	2.2	93	2	-15	5	93
(9) O=C(COc1ccc(Cl)cc1)Nc1cc(S(=O)(=O)N2CCCCC2)ccc1N1CCCCC1
→ 105	0	-1	-0.3	98	-5	11	0	95
(10) CC(=O)Oc1cc2c3c(c1)/C(=C1/SC(=S)NC1=O)C(=O)N3C(C)(C)C=C2C
→ 93	.	9	1.4	99	10	-5	50*	108
(11) Cc1oc(-c2ccc(Cl)cc2)nc1CSCC(=O)NC1CCN(Cc2ccccc2)CC1
→ 95	0	-4	-1.0	97	-2	11	2	95
(12) COc1ccc(CN(C)C(=O)CCCNC(=O)c2ccc(Cl)cc2)cc1
→ 90	0	0	-0.4	87	-23	0	-5	89
(13) O=C(CN(Cc1ccc(F)cc1)C(=O)c1csnn1)NCc1ccc2c(c1)OCO2
→ 103	0	4	-1.1	92	16	-8	8	100
(14) Cn1c(=O)c2c(nc3n2CCCN3CCc2ccccc2)n(C)c1=O
→ 87	0	4	0.3	92	5	-2	4	70
(15) CC(C(=O)NCC1CCCO1)N(C(=O)c1snc(C(N)=O)c1N)c1cccc(F)c1 (stereo not given)
→ 98	3	6	-0.4	97	-9	4	-2	87
(16) O=C(NCC(c1ccc(F)cc1)N1CCOCC1)c1ccccc1F (stereo not given)
→ 101	1	8	0.2	107	-1	18	3	110
(17) Cc1ccc(S(=O)(=O)Nc2cccnc2)c(C)c1C
→ 104	0	4	0.9	92	6	6	8	101
(18) CCCCNc1ccc(C(CC(N)=O)NC(=O)Cc2cccc3ccccc23)cc1[N+](=O)[O-] (stereo not given)
→ 75	0	-7	-3.8	85	-10	-7	-5	113
(19) CCOc1ccc(NS(=O)(=O)c2ccc(C)c(C(=O)NCCCn3ccnc3)c2)cc1
→ 96	3	-11	0.2	113	-5	12	3	109
(20) CCn1nc(C)c(CN2CCc3c([nH]c4ccccc34)C2c2ccc(F)c(OC)c2)c1C (stereo not given)
→ 99	2	5	-0.3	96	8	3	5	100
(21) COc1ccc(CNc2ccc3cn[nH]c3c2)c(OC)c1OC
→ 86	2	-3	-0.7	96	10	1	10	105
(22) Cc1ccc(C)c(S(=O)(=O)NCc2ccc(C(=O)N3CCOCC3)cc2)c1
→ 106	0	5	-0.8	112	6	-11	5	99
(23) C=CCn1c(CSc2nc3ccccc3s2)nnc1SCC(=O)NCc1ccccc1
→ 95	2	-3	-0.9	98	3	0	5	115
(24) CCOc1cc(N2CCOCC2)c(OCC)cc1NC(=O)Cc1ccccc1
→ 96	0	0	-2.0	112	6	1	1	105
(25) CCCC(C)NC(=O)C1CCN(S(=O)(=O)c2ccccc2)CC1 (stereo not given)
→ 100	0	4	4.1	96	7	18	2	111
(26) O=C(CSc1nnc(-c2ccccc2Cl)o1)Nc1ccc2c(c1)OCCO2
→ 82	3	-2	2.7	97	5	15	5	95
(27) CN(CCC#N)C(=O)COC(=O)c1ccc2c(c1)C(=O)N(C1CCCCC1)C2=O
→ 87	3	1	0.8	90	-28	6	-18	104
(28) O=C(/C=C/c1ccc([N+](=O)[O-])cc1)c1ccco1
→ 84	7	2	-2.5	131	1	9	0	90
(29) O=C(CN1CCN(Cc2ccccc2)CC1)c1c[nH]c2ccccc12
→ 93	0	-7	3.2	102	-27	-7	-8	110
(30) Cc1cccc(CS(=O)(=O)Cc2ccc(C(=O)NCc3cccs3)o2)c1
→ 110	0	7	-0.9	110	5	-9	2	96
(31) O=S1(=O)NC(=NCc2ccccc2)c2ccccc21
→ 111	1	-1	-1.9	108	5	-5	3	99
(32) O=C(NCc1ccco1)C1CCCN1C(=O)Nc1cccc(Cl)c1 (stereo not given)
→ 90	0	-5	2.2	91	1	-1	3	91
(33) CCC(CC)NC(=O)c1n[nH]c(=O)c2ccccc12
→ .	0	3	0.4	98	-2	6	-1	98
(34) Cc1cc(Cl)ccc1OCCCC(=O)NC1CCN(C)CC1
→ 96	0	-2	-0.3	102	7	13	4	99
(35) CCCn1c(=O)[nH]c(=O)c2[nH]cnc21
→ 101	2	3	-0.2	92	-1	3	4	113
(36) CC(C)C1Nc2c(C(=O)O)cccc2C(Nc2ccccc2C(=O)O)C1(C)C (stereo not given)
→ 118	19	13	-0.4	108	8	25	15	84
(37) CCCCN(C(=O)c1cccc(-n2cccc2)c1)c1c(N)n(CCC)c(=O)[nH]c1=O
→ 106	4	4	-2.0	101	55*	-18	2	83
(38) CC1O[C@@H](O[C@H](C)CC[C@@H](C)O)C(O)C[C@H]1O (stereo not given in full)
→ 80	3	0	2.9	89	0	-5	1	88
(39) CC(=O)NCc1ccc(S(=O)(=O)NC2CCN(Cc3ccccc3)CC2)cc1
→ 106	0	1	-3.6	103	8	2	7	105
(40) O=C(O)Cc1coc2ccc3ccccc3c12
→ 95	0	-12	-0.2	100	4	14	6	103
(41) CCCCC(=O)Nc1cc(C)c(NC(=O)c2cccs2)cn1
→ 98	2	-9	0.2	100	4	8	7	94
(42) O=S(=O)(Nc1ccc(-c2ccc(N3CCOCC3)nn2)cc1)c1cc(Cl)ccc1Cl
→ 101	0	2	3.4	101	9	-20	6	101
(43) COc1ccc(NC2CCCN(C(=O)CCc3cn[nH]c3)C2)cc1 (stereo not given)
→ 99	4	3	-1.6	103	-4	19	6	95
(44) CCn1c(SCc2ccc(C(=O)Nc3nccs3)cc2)nnc1-c1ccc(N)cc1
→ 104	0	11	2.3	97	6	-4	5	104
(45) O=C(Nc1ccc(COc2ccccc2)cc1)Oc1ccccc1N1CCOCC1
→ 83	0	1	0.0	96	-1	9	-1	103

An excerpt from above in order of number of heavy atoms, lowest first:
Results follow in this order: CIT2 TOR yeast	GRK2 aptamer HTS	GLD-1 TGE inh	MEX-5 binding	AGP1 TOR yeast	MCL1-BIM inh	VLA-4 inh	Bcl-xL primary	Yeast superoxide
(35) CCCn1c(=O)[nH]c(=O)c2[nH]cnc21
→ 101	2	3	-0.2	92	-1	3	4	113
(43) COc1ccc(NC2CCCN(C(=O)CCc3cn[nH]c3)C2)cc1 (stereo not given)
→ 99	4	3	-1.6	103	-4	19	6	95
(36) CC(C)C1Nc2c(C(=O)O)cccc2C(Nc2ccccc2C(=O)O)C1(C)C (stereo not given)
→ 118	19	13	-0.4	108	8	25	15	84
(42) O=S(=O)(Nc1ccc(-c2ccc(N3CCOCC3)nn2)cc1)c1cc(Cl)ccc1Cl
→ 101	0	2	3.4	101	9	-20	6	101

MCL1-BIM inh, entries above that show a hit.
item	canonical_smiles	CIT2 TOR yeast	GRK2 aptamer HTS	GLD-1 TGE inh	MEX-5 binding	AGP1 TOR yeast	MCL1-BIM inh	VLA-4 inh	Bcl-xL primary
37	CCCCN(C(=O)c1cccc(-n2cccc2)c1)c1c(N)n(CCC)c(=O)[nH]c1=O	106	4	4	-2.0	101	55*	-18	2

Continuation:
Results follow in this order: CIT2 TOR yeast	GRK2 aptamer HTS	GLD-1 TGE inh	MEX-5 binding	AGP1 TOR yeast	MCL1-BIM inh	VLA-4 inh	Bcl-xL primary	Yeast superoxide
(46) CCOC(=O)c1c(C)[nH]c(C)c1C(=O)CSc1nc2ccccc2c(=O)n1-c1ccccc1C
→ .	3	5	-2.5	.	10	-7	6	100
(47) O=C(Nc1nn(Cc2ccccc2F)cc1Br)c1cccs1
→ 99	1	-3	.	95	0	7	2	132
(48) CCN(C(=O)COC(=O)/C=C/c1cnc2ccccc2n1)C1CCS(=O)(=O)C1 (stereo not given)
→ 107	5	2	-2.6	108	0	10	-1	81
(49) CN(C)S(=O)(=O)c1ccc(NC(=O)COC(=O)C2COc3ccccc3O2)cc1 (stereo not given)
→ 97	0	-4	3.1	98	0	17	4	95
(50) CCOC(=O)C1=C(C)N=c2s/c(=C/c3ccc(OCC(=O)O)cc3)c(=O)n2C1c1cc(OC)c(OC)c(OC)c1 (stereo not given)
→ 106	2	-7	-7.2	103	16	-2	14	99
(51) Cc1ccc(NC(=O)CN(C)C(=O)CSc2nc(C)cs2)cc1
→ 120	1	0	-0.2	115	-5	1	-5	99
